Lipid droplet: inhibitors of hepatocyte lipid droplet formation, primary screen, imaging, high-throughput imaging, BODIPY stain | AML12 mouse hepatocytes, oleate lipid droplets | inhibition, % at 6.5 µM | 240,000 tested, 0.4% active | AID 1656, 2009;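 active = lipid droplet intensity inhibited by at least 50%, with more than 500 cells counted; inconclusive = wells with under 300 cells, treated as cytotoxic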
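Material – AML12 mouse liver cells · Also added – oleate loading, 100 µM · Compound dosing – 6.5 µM single-point dosing · Times – overnight treatment with compound plus oleate · Measured by – fluorescence imaging, 20x objective, two fields per well · Read-out – percent inhibition of filter-corrected integrated lipid droplet intensity per well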
T cell modulator: modulators of CD8 T cell-vesicle binding, primary screen, mouse 2C CD8+ T cells, flow cytometry. 2C CD8+ T cell-vesicle binding; active compounds read low. 330,000 tested, 0.068% active. calls only at 7 µM;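 active = response, share of CD8 T cells binding vesicles, and their 90th percentile fluorescence all below set limits, cut at about 80% in these data, passing the limit was not always enough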
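material = purified 2C TCR transgenic mouse naive CD8+ T cells | controls = Unloaded micro-vesicles (low), QL9 vesicles with 0.7% DMSO (high) | detection = cytometric PE anti-B7-1 and Alexa647 anti-CD8 signals after 1% paraformaldehyde fixation | incubation = binding step 1.5 h, 37 °C, antibody labelling 20 min, ice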
Myeloid diff 2: induction of myeloid progenitor differentiation, primary screen, cell-based, flow cytometry, MLPCN library; ER-HoxA9 myeloid progenitors, lysozyme-GFP differentiation; calls only at 10 µM; 360,000 tested, 1% active;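 active = normalized GFP-positive differentiation at or above the plate's own cutoff, the solvent-only control mean plus 3 SD; inconclusive = no clear call, values can overlap the other calls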;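 also: cells exposed to compound for four days before flow analysis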
Lipid droplet cells 6.5 µM: further read-out of Lipid droplet, marked with its call; cell count; measured here: cell count, cytotoxicity flag;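 cells counted across two imaged fields per well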
T cell modulator vesicle-bound %: further read-out of T cell modulator, marked with its call; double positive events, %; measured here: CD8+ vesicle-bound cell fraction;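 binding gate set so that unloaded-vesicle control wells show 10% double positive cells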
Myeloid diff 2 GFP+ MAC1+ %: second read-out of Myeloid diff 2, no call of its own (marks repeat the call); GFP+ MAC1+ double positive, %; measured here: differentiation confirmed by MAC1 staining
Starred values were filed as active, the others as inactive; i = inactive; ? = inconclusive; nt = no result given.

Molecule | Lipid droplet | T cell modulator | T cell modulator vesicle-bound % | Myeloid diff 2 | Lipid droplet cells 6.5 µM | Myeloid diff 2 GFP+ MAC1+ %
CCOc1ccc(CCNC(=O)c2cn(C)c3ccc(S(=O)(=O)N4CCOCC4)cc3c2=O)cc1OCC | 29 | i | 24 | i | 647 | 4.2
COc1ccc(NC(=O)NNC(=O)COc2ccc3ccccc3c2)cc1 | -5 | i | 18 | i | 622 | 7.6
COc1ccc(C(=O)c2c(C)oc3ccc(O)cc23)c(OC)c1 | -1 | i | 40 | i | 811 | 0.5
O=C(Nc1ccccc1C(=O)N1CCN(Cc2ccccc2)CC1)c1ccccc1 | -8 | i | 8 | i | 620 | 0.6
COc1ccc(CC(=O)N[C@@H](CCSC)C(=O)N2CCC3(CC2)NCCc2[nH]cnc23)cc1 | -27 | i | 21 | i | 715 | 0.8
COC(=O)c1ccc(NC(=O)c2ccc3c(c2)C(=O)N(C)C3=O)cc1 | 6 | i | 50 | i | 757 | 0.4
Cc1ccc(S(=O)(=O)c2nnn3c2nc(NC2CCN(Cc4ccccc4)CC2)c2ccccc23)cc1C | -6 | i | 14 | ? | 712 | nt
c1ccc(CCCc2nc(-c3cccnc3)no2)cc1 | 12 | i | 67 | i | 785 | 1.1
Cc1cccc(NC(=O)c2ccc(S(=O)(=O)N3CCC(C)CC3)cc2)n1 | -8 | i | 60 | i | 808 | 1.2
O=S(=O)(c1ccc(F)cc1)N1CCN(CC(O)COc2ccccc2F)CC1 (centres undefined) | 2 | i | 36 | i | 833 | 0.3
CCc1nn(CCCC(=O)NC(C)c2ccccc2)c(=O)c2cc3occc3n12 (centres undefined) | -10 | i | 12 | i | 731 | 0.7
CC1(C)CN(C(Cc2ccccc2)C(N)=O)C1=O (centres undefined) | -3 | i | 64 | i | 837 | 0.6
Fc1ccccc1/C=N/Nc1nc2ccccc2o1 | -20 | i | 19 | i | 838 | 0.5
O=C(Nc1nc2cc3c(cc2s1)OCO3)C1CCCCC1 | -2 | i | 35 | i | 665 | 0.0
C/C(=N\N1CCCCC1)c1ccccc1O | 6 | i | 27 | i | 843 | 1.2
O=[N+]([O-])c1ccc(N2CCN(Cc3cccc([N+](=O)[O-])c3)CC2)cc1 | -2 | i | 53 | i | 827 | 0.1
CC(=O)OCCN(CCCn1c(-c2ccncc2)nc2ccccc21)c1nc(CN2CCCCC2)cs1 | -1 | i | 22 | i | 801 | 0.8
COc1cccc(CN(C)C(=O)c2cccc(OCc3ccccc3)c2)c1 | 2 | i | 55 | i | 731 | 0.9
CC1CCCCC1NC(=O)CSc1nnc(-c2ccncc2)n1CCCN(C)C (centres undefined) | -3 | i | 44 | i | 817 | 1.3
CCc1nn(CC(=O)NCCCN2CCOCC2)c(=O)c2cc3sccc3n12 | -8 | i | 10 | i | 704 | 0.7
CC(CN1CCCC1)OC(=O)c1ccc(Br)cc1 (centres undefined) | 4 | i | 18 | i | 422 | 0.6
CC1CC(C)CN(CCCNC(=O)c2csc3c2CCCCC3)C1 (centres undefined) | 3 | i | 9 | i | 739 | 8.4
COc1ccc(C(C)C)cc1S(=O)(=O)NCCCn1ccnc1 | -21 | i | 56 | i | 784 | 1.1
CCc1ccc(C2=NN(CCC(=O)NCC3CCCO3)C(=O)CC2)cc1 (centres undefined) | 7 | i | 26 | i | 698 | 0.8
Cc1ccc(CCNC(=O)c2cccc(N3CCCC3=O)c2)cc1 | -1 | i | 32 | i | 699 | 0.0
C/C(=N\NC(=O)COc1ccc2ccccc2c1)c1cccs1 | 0 | i | 61 | i | 820 | 0.7
COc1cccc(CNC(=O)CCS(=O)(=O)c2cc3c(cc2C)NC(=O)CO3)c1 | 0 | i | 19 | i | 751 | 3.4
CCOc1ccc(NC(=O)c2cccc3c2C(=O)N(CC2CCCO2)C3)cc1 (centres undefined) | 9 | i | 30 | i | 765 | 1.8
COCCN(Cc1cc2cc(C)ccc2[nH]c1=O)S(=O)(=O)c1ccc(Cl)cc1 | -1 | i | 26 | i | 738 | 0.4
COc1ccc(NC(=O)NCc2cccnc2)c(OC)c1 | 23 | i | 79 | i | 621 | 0.5
COc1ccc(CNC(=O)C(c2ccc(C)o2)N(C(=O)c2snc(C(N)=O)c2N)c2ccccc2OC)cc1 (centres undefined) | -14 | i | 55 | i | 853 | 0.5
CCOc1ccc(CCNC(=O)c2sc3nc4n(c(=O)c3c2C)CCC4)cc1OCC | 36 | i | 8 | i | 843 | 1.2
COc1ccc(OC)c(NC(=O)c2cc(S(=O)(=O)N3CCCCC3)c[nH]2)c1 | 0 | i | 24 | i | 780 | 3.6
CCCCC(=O)Nc1ccc2c(c1)nc(CCN1CCN(c3ccccn3)CC1)n2C | 3 | i | 54 | i | 835 | 0.3
Cc1ccc(OCCNC(=O)Cc2ccc(S(=O)(=O)N3CCOCC3)s2)cc1 | 2 | i | 64 | i | 868 | 0.0
Cc1ccc(C(=O)NNC(=O)C2CCN(c3ncccn3)CC2)cc1 | -3 | i | 36 | i | 857 | 1.6
CN(C)c1ccc(Nc2cc(Cl)ncn2)cc1 | -3 | i | 64 | i | 817 | 0.2
COc1ccc2cc(CCNC(=O)c3cc4ccccc4o3)c(=O)[nH]c2c1 | 29 | i | 70 | i | 735 | 0.9
COc1cccc(CNC(=O)CCC2CCCN(C(=O)c3ccccc3N(C)C)C2)c1 (centres undefined) | -7 | i | 57 | i | 802 | 1.6
O=C(Nc1ccccc1F)c1ccc2ncsc2c1 | -1 | i | 54 | i | 759 | 0.5
COc1ccc(Cl)cc1NC(=S)N1CCCCCC1 | -6 | i | 5 | i | 719 | 0.7
CC(C)CN1C(Nc2ccccc2)=NC[C@@H]1C | -5 | i | 27 | i | 804 | 0.9
CCC(=O)Nc1cc(-c2nc3ncccc3o2)ccc1Cl | -1 | i | 40 | i | 799 | 0.5
COc1ccc(N(CC(=O)NCCSCc2ccccc2Cl)S(C)(=O)=O)cc1Cl | -21 | i | 51 | i | 811 | 0.8
O=C(CCN1C(=O)/C(=C/c2ccc(F)cc2)SC1=S)Nc1cccnc1 | 14 | i | 39 | i | 831 | 1.5
CC1Cc2cc(S(=O)(=O)N3CCN(c4ccc(Cl)cc4)CC3)ccc2N1C(=O)C1CC1 (centres undefined) | -81 | i | 28 | i | 576 | 0.6
CN(CC(=O)NC1CCCCCC1)S(=O)(=O)c1ccc(F)cc1 | 25 | i | 53 | i | 697 | 0.7
COc1ccc(NS(=O)(=O)NC(=O)c2c(C)n(C)c3ccccc23)cc1 | 21 | i | 47 | ? | 721 | nt
Cc1cccc(NC(=O)CSCC(=O)Nc2cc(Cl)ccc2N2CCN(C)CC2)c1 | -2 | i | 67 | i | 761 | 0.4
Oc1cccc(N2Cc3ccccc3C2)c1 | -3 | i | 44 | i | 860 | 0.7

Next compounds.
Molecule | Lipid droplet | T cell modulator | T cell modulator vesicle-bound % | Myeloid diff 2 | Lipid droplet cells 6.5 µM | Myeloid diff 2 GFP+ MAC1+ %
Oc1cccc(/C=C/c2ccc3cccc(O)c3n2)c1 | -6 | i | 52 | i | 411 | 0.7
Cc1ccc(C(=O)COC(=O)C(C)N2C(=O)C3C4CCC(C4)C3C2=O)cc1C (centres undefined) | 1 | i | 18 | i | 850 | 0.4
CC1(C)CC(=O)c2sc(NS(=O)(=O)c3ccc(Cl)cc3)nc2C1 | 16 | i | 26 | i | 789 | 0.2
O=C(CSc1nnc(NC(=O)C2CCC2)s1)Nc1ccccc1F | 0 | i | 40 | i | 725 | 0.3
COC(=O)c1cnc(SCC(=O)c2ccccc2)n1C | -2 | i | 51 | i | 839 | 0.6
CC(C)(CO)Nc1ncnc2onc(-c3ccc(F)cc3)c12 | -11 | i | 41 | i | 769 | 1.1
Cc1cc(=O)oc2cc(OCC(=O)NC3CCN(Cc4ccccc4)CC3)c(Cl)cc12 | 63* | i | 59 | i | 709* | 9.7
O=[N+]([O-])c1ncccc1OCc1ccccc1Br | -9 | i | 8 | i | 836 | 0.4
O=C(c1cc(-c2ccc(Cl)cc2)on1)N1CCCCCC1 | -18 | i | 38 | i | 779 | 1.3
Cc1ccc(CCNC(=O)C2CCC(=O)N(CC3CCCCC3)C2)cc1 (centres undefined) | 6 | i | 57 | i | 903 | 0.5
Cc1ccc(CC(=O)Nc2nccs2)cc1 | -6 | i | 63 | i | 743 | 0.2
O=c1cc(Cl)c(-c2ccccc2)nn1Cc1ccc(Cl)cc1 | -12 | i | 53 | i | 825 | 0.5
CCCN(C(=O)CCNC(=O)Cn1cnc2ccccc2c1=O)c1cccc(Cl)c1 | -3 | i | 32 | i | 715 | 1.2
Cc1c(NC(=O)Nc2cccc(Cl)c2Cl)c(=O)n(-c2ccccc2)n1C | -15 | i | 4 | i | 814 | 0.7
O=C1NC2(CCCCCC2)C(=O)N1Cc1ccccc1Cl | -5 | i | 46 | i | 837 | 0.2
CCOc1ccc(/C=N/Nc2ccc(Cl)nn2)c(O)c1 | 7 | i | 28 | i | 766 | 4.3
O=C(CCNC(=O)C1CCN(S(=O)(=O)c2ccc(F)cc2)CC1)NCCc1ccc(Cl)cc1 | -17 | i | 10 | i | 730 | 0.3
C=CCNC(=O)CSc1nc2sccc2c(=O)n1-c1ccccc1 | 19 | i | 38 | i | 753 | 1.9
CCOc1ccc(-c2nnc(SCC(=O)N3CCCC3)o2)cc1 | 15 | i | 17 | i | 840 | 0.4
CCOc1ccc(CN2CCNC(=O)C2CC(=O)NCCCC2CCCC2)cc1 (centres undefined) | 6 | i | 61 | i | 860 | 0.5
CC1Sc2ccc(S(=O)(=O)CCC(=O)NC3CCCCC3C)cc2NC1=O (centres undefined) | -20 | i | 22 | ? | 692 | nt
COCCNC(=O)c1ccc2c(c1)nc(C)n2-c1cccc(Cl)c1 | 13 | i | 56 | i | 742 | 0.3
CCOc1ccc(-c2ccc(NS(=O)(=O)c3ccc([N+](=O)[O-])cc3)cc2)nn1 | -2 | i | 8 | i | 702 | 3.4
O=C(Nc1cccc(F)c1)N1CCN(C(=O)c2ccco2)CC1 | -5 | i | 20 | i | 789 | 0.0
Cc1ccc(-c2ccnc3cc(C)nn23)cc1 | 17 | i | 12 | i | 420 | 0.8
CSCC[C@H](NC(=O)[C@@H]1CSC2c3ccccc3C(=O)N21)C(=O)NCc1ccco1 (some centres undefined) | -6 | i | 11 | i | 735 | 2.6
O=C(NCc1ccccc1)C(c1ccccc1F)N(C(=O)c1csnn1)C1CCCC1 (centres undefined) | 71* | i | 22 | ? | 802* | nt
CCOC(=O)c1cnc2ccc(OC)cc2c1Nc1ccc(N2CCN(C)CC2)cc1 | 1 | i | 28 | i | 809 | 1.0
Cc1ccc(S(=O)(=O)NCC(c2cccnc2)N2CCc3ccccc32)cc1 (centres undefined) | -4 | i | 10 | i | 744 | 6.2
CC(C)(C)OC(=O)CN1c2cccc3cccc(c23)S1(=O)=O | -3 | i | 43 | i | 789 | 0.8
CC(C)(C)c1ccc(C(=O)NC(CC(=O)O)c2ccc(OC3CCCC3)cc2)cc1 (centres undefined) | -2 | i | 59 | i | 823 | 0.7
CN(C)C(=O)CN1C(=O)c2cccc3cccc1c23 | -2 | i | 54 | i | 796 | 0.9
CCOC(=O)CN1N=C(c2ccc(Cl)cc2)CCC1=O | 14 | i | 57 | i | 864 | 0.9
O=C(CN1C(=O)c2cccnc2Oc2ccc(Cl)cc21)Nc1ccc(F)cc1 | -5 | i | 34 | i | 796 | 3.5
CCOc1ccccc1NC(=O)Cn1nc(-c2ccco2)ccc1=O | -8 | i | 35 | i | 806 | 0.5
CC1CN(C(=S)Nc2ccc(S(N)(=O)=O)cc2)CC(C)O1 (centres undefined) | 0 | i | 12 | i | 863 | 2.2
CN(C(=O)CN1C(=O)/C(=C/c2ccc(F)cc2)SC1=S)C1CCS(=O)(=O)C1 (centres undefined) | 11 | i | 28 | i | 696 | 0.0
O=C(Nc1ccc(N2CCOCC2)cc1)c1ccc(COc2ccccc2)cc1 | 14 | i | 27 | i | 701 | 5.8
CCN1CCN(CCNC(=O)c2ccc3c(c2)NC(=O)/C(=C\c2ccc(OC)c(OC)c2)S3)CC1 | 5 | i | 24 | i | 719 | 2.4

Some of the compounds tested, so the mix of outcomes need not match the whole.
